# GPR55 LPI antagonism: inhibition of LPI-stimulated GPR55 beta-arrestin translocation – imaging, U2OS, beta-arrestin-GFP, LPI agonist, primary screen (AID 2013); U2OS GPR55 beta-arrestin-GFP translocation imaging, LPI antagonism; higher % means a stronger effect; inhibition, % at 10 µM; hits with a dose series show IC50 in µM; actives 0.13% (n = 290,000);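 active means spots per cell inhibited over 60%, with over 100 cells counted and total cytoplasm intensity under 500,000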;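 further: U2OS cells stably carrying GPR55 and arrestin-GFP stimulated by 5 µM LPI near EC80; imaged beta-arrestin-GFP aggregate spots per cell after agonist stimulation; plate controls were LPI-stimulated DMSO wells for no effect and DMSO wells without LPI for full effect; some results filed as inactive read as strong as hits; confirmed hits need IC50 under 10 µM and bright autofluorescent wells are also inconclusive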
# KOR beta-arrestin-1: KOR antagonists, beta-arrestin recruitment, cell-based, luminescence, uHTS (AID 1778) | KOR beta-arrestin recruitment, luminescence, antagonist mode; higher % means a stronger effect | inhibition, % at 10 µM, or IC50 in µM where a hit was titrated | actives 0.091% (n = 290,000); further: strong numbers were not always called active
# Myeloid diff MLP: promotes myeloid progenitor differentiation; ER-HoxA9 myeloid progenitors, lysozyme-GFP differentiation, flow cytometry; calls only at 10 µM; actives 1% (n = 360,000); AID 624256;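 active means normalized GFP-positive differentiation at or above the plate's own cutoff, the solvent-only control mean plus 3 SD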;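 further: cells exposed to compound for four days before flow analysis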
# HIV fusion peptide: inhibitors of HIV fusion peptide binding, primary screen, biochemical, uHTS, fluorescence dequenching (AID 1986). cell-free peptide binding, fluorescence dequenching, 30 min; higher % means a stronger effect. inhibition, % at 20 µM; hits with a dose series show IC50 in µM. actives 0.3% (n = 290,000); in the data active means inhibition mostly above about 52%, no sharp cut-off; inactive means mostly below about 76%; further: some results filed as inactive read as strong as hits
# NOD1 inhibition: NOD1 signaling inhibitors, primary screen, cell-based, luminescence, uHTS (AID 1578). NOD1-driven NF-kB luciferase reporter cells, luminescence; higher % means a stronger effect. inhibition, % at 4 µM; hits with a dose series show EC50 in µM. actives 1% (n = 290,000); in the data active means inhibition mostly above about 36%, no sharp cut-off; inactive means mostly below about 34%;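 further: HEK-293T reporter cells stimulated with the NOD1 agonist gamma-tri-DAP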
# KOR beta-arrestin-2: KOR agonists, beta-arrestin recruitment, primary screen, cell-based, luminescence, uHTS (AID 1777); actives 0.02% (n = 280,000); KOR beta-arrestin recruitment, luminescence; higher % means a stronger effect; activation, % at 10 µM; hits with a dose series show EC50 in µM; in the data active means activation above about 50%, passing the limit was not always enough; further: a part of the inactive calls stands beside numbers as strong as those of hits
# NOD2 inhibition: inhibition of NOD2-driven NF-kB reporter – cell-based, luminescence, uHTS, HEK293 (AID 1566); HEK293 NOD2/NF-kB luciferase reporter, luminescence; higher % means a stronger effect; one-dose inhibition, % at 4 µM; EC50 in µM for titrated hits; actives 0.63% (n = 290,000); further: many of its hits are not listed in these tables
# GPR35 arrestin U2OS: inhibition of zaprinast-stimulated GPR35 beta-arrestin translocation – imaging, U2OS, beta-arrestin-GFP, zaprinast agonist, primary screen (AID 2058) | U2OS GPR35 beta-arrestin-GFP translocation imaging, zaprinast antagonism; higher % means a stronger effect | actives 0.052% (n = 290,000) | inhibition, % at 10 µM, or IC50 in µM where a hit was titrated;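 active means inhibition of at least 50% with at least 30 cells and total cytoplasm GFP at most 10,000,000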
# GPR55 activation: selective activators of receptor GPR55 – imaging, U2OS cells, beta-arrestin-GFP redistribution, primary screen (AID 1961). U2OS GPR55 beta-arrestin-GFP redistribution imaging; higher % means a stronger effect. activation, % at 10 µM; hits with a dose series show EC50 in µM. actives 0.048% (n = 290,000);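 active means activation above 40% with more than 50 cells counted in the well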;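 further: U2OS osteosarcoma cells stably expressing GPR55 and beta-arrestin-GFP; plate controls were DMSO negative control for no effect and LPI positive control for full effect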
# Myeloid diff MLP GFP+ MAC1+ %: also measured in Myeloid diff MLP; calls as there; GFP+ MAC1+ double positive, %; measured here: differentiation confirmed by MAC1 staining
# Starred values were filed as active, the others as inactive; i = inactive; . = no result given; [ ] = dose if it differs, or a comment. Unless noted, no stated cut-off is given here; in the data, active means inhibition above about 50%; inactive means the rest.
compound	GPR55 LPI antagonism	KOR beta-arrestin-1	Myeloid diff MLP	Myeloid diff MLP GFP+ MAC1+ %	HIV fusion peptide	NOD1 inhibition	KOR beta-arrestin-2	NOD2 inhibition	GPR35 arrestin U2OS	GPR55 activation
CCc1ccc(OCC(=O)O/N=C(\N)Cc2ccc([N+](=O)[O-])cc2)cc1	4%	-39%	i	0.1	0.3%	-16%	0.6%	-1%	-8%	0.0%
CCOC(=O)C(NC(=O)c1ccccc1)(Nc1nnc(C)s1)C(F)(F)F (stereo unspecified)	1%	-9%	i	2.6	2.0%	-35%	2.5%	2%	-6%	-0.2%
O=C(CCSc1ccccc1)N1CCN(c2ccccc2)CC1	-13%	-68%[20 µM]	i	0.3	-1.2%	-54%	1.0%	-102%	-16%	0.2%
Cc1ccc(Nc2ncccc2C(=O)O)cc1C	10%	0%	i	1.9	3.6%	-31%	-4.4%	-30%	-2%	-0.2%
CCOC(=O)N1CCC(NC(=O)Cn2cc3c(n2)CCCC3)CC1	7%	13%	i	2.8	-0.7%	-6%	0.0%	13%	-6%	-0.3%
c1ccc(NCc2nc(-c3ccccc3)no2)cc1	-8%	10%	i	1.3	1.6%	-24%	-1.3%	-13%	-1%	0.2%
CCc1ccc(NC(=O)Cc2ccc(-n3cccc3)cc2)cc1	-7%	5%	i	0.8	4.8%	3%	6.6%	10%	18%	-0.3%
Cc1cc(SCc2ccc([N+](=O)[O-])cc2)nc(=O)[nH]1	-4%	-8%	i	7.0	5.4%	-10%	0.6%	-14%	-8%	-0.1%
COc1ccc(-c2cn(-c3ccc(C)cc3C)c(=O)[nH]2)cc1OC	4%	18%	i	2.2	15%	-13%	-1.7%	14%	-6%	0.0%
Cc1cc(NC(=O)COC(=O)COc2ccc(C(=O)c3ccccc3)cc2)no1	0%	12%	i	0.8	0.8%	-8%	-2.8%	1%	14%	0.0%
Cc1ccccc1C(=O)O/N=C(\N)c1cccc([N+](=O)[O-])c1	-2%	22%	i	4.4	-1.9%	-14%	6.4%	-115%	27%	-0.1%
CC(C(=O)NCCS(=O)(=O)c1ccc(Br)cc1)S(=O)(=O)c1ccc(Cl)cc1 (stereo unspecified)	6%	39%	i	1.2	-2.5%	-3%	-2.8%	-3%	22%	-0.1%
Cc1ccc(NC(=O)CNC2CCS(=O)(=O)C2)cc1C (stereo unspecified)	-5%	-38%	i	0.2	0.0%	-22%	4.4%	-12%	-8%	-0.3%
CC(C)c1ccc(NC(=O)C(c2ccc3c(c2)OCO3)N2CCCCC2)cc1 (stereo unspecified)	26%	-23%	i	3.1	-0.4%	-21%	6.6%	-36%	20%	0.2%
O=C(CSc1nc2ccccc2c(=O)n1CC1CCCO1)Nc1ccc(F)cc1 (stereo unspecified)	8%	-18%	i	0.4	-0.8%	-15%	-3.3%	15%	-3%	-0.3%

# Next part.
compound	GPR55 LPI antagonism	KOR beta-arrestin-1	Myeloid diff MLP	Myeloid diff MLP GFP+ MAC1+ %	HIV fusion peptide	NOD1 inhibition	KOR beta-arrestin-2	NOD2 inhibition	GPR35 arrestin U2OS	GPR55 activation
COc1ccc(CN2CCCCCC2)cc1	1%	-32%[20 µM]	i	0.5	1.4%	-30%	-0.3%	-17%	6%	-0.2%
COc1ccc(NC(=O)CN(C)S(=O)(=O)c2cnc[nH]2)cc1OC	15%	13%	i	5.6	0.6%	-40%	2.3%	1%	-6%	-0.1%
CC(=O)c1cccc(NC(=O)C2CCCC2)c1	1%	46%	i	0.7	0.2%	-17%	-0.5%	-7%	-13%	-0.2%
CC1(NC(=O)CCc2nc3ccccc3c(=O)[nH]2)CCS(=O)(=O)C1 (stereo unspecified)	15%	-8%	i	1.0	1.4%	-37%	4.3%	-6%	6%	0.0%
CCOc1ccc(CCNC(=O)c2cc3sccc3n2C)cc1OCC	-12%	7%	i	3.2	-2.9%	26%	-3.9%	20%	20%	0.1%
C[C@H](CO)NC(=O)[C@H](C)[C@H]1C[C@]1(C)[C@H](NC(=O)OCc1ccccc1)c1ccccc1	-4%	14%	i	1.0	2.5%	-34%	-0.7%	6%	-2%	-0.1%
O=C(NCC1CCCO1)C1CCN(S(=O)(=O)c2cccc3cccnc23)CC1 (stereo unspecified)	3%	-38%	i	1.8	0.2%	-8%	-3.8%	-14%	10%	-0.3%
C/C(=N\NC(=O)c1c(Cl)c(C)nn1C)c1cccc(NC(=O)COc2ccccc2)c1	22%	-5%	i	1.1	0.7%	-40%	0.7%	-12%	-3%	-0.1%
COc1ccc(NS(=O)(=O)N2CCOCC2)cc1	11%	0%	i	2.5	-0.5%	-28%	3.8%	0%	3%	-0.1%
CC(=O)NNC(=O)CCC(=O)Nc1ccccc1	-13%	-19%	i	11	-2.5%	7%	3.1%	-7%	0%	-0.1%
Cc1ccnc(SCC(=O)N2CCC(C(N)=O)CC2)n1	5%	4%	i	2.1	-0.5%	2%	1.3%	12%	4%	0.2%
O=C(CN1CCN(Cc2ccccc2)CC1)N1CCN(c2ccccc2)CC1	18%	12%	i	0.3	0.7%	-2%	-0.1%	-7%	-2%	-0.2%
O=C(NCCCCc1ccccc1)C1CC(c2ccccc2[N+](=O)[O-])=NO1 (stereo unspecified)	13%	-16%	i	1.9	-2.6%	-5%	5.7%	0%	4%	1.3%
CN(C)CCNC(=O)c1ccc2c(c1)N(Cc1ccc(F)cc1)CCS2	0%	14%	i	6.0	0.3%	-21%	-6.9%	1%	15%	-0.1%
O=C(C1=C[C@H](c2ccc3c(c2)OCO3)C[C@H](OCCCCO)O1)N1CCOCC1	-11%	-20%	i	1.7	-2.1%	-14%	3.2%	2%	-8%	-0.2%

# Following part.
compound	GPR55 LPI antagonism	KOR beta-arrestin-1	Myeloid diff MLP	Myeloid diff MLP GFP+ MAC1+ %	HIV fusion peptide	NOD1 inhibition	KOR beta-arrestin-2	NOD2 inhibition	GPR35 arrestin U2OS	GPR55 activation
Cn1c(NCC(O)CO)nc2c1c(=O)n(Cc1ccc(Cl)c(Cl)c1)c(=O)n2C (stereo unspecified)	23%	23%	i	0.8	-2.7%	15%	-1.5%	18%	0%	0.2%
CCOc1ccc(CN(C)C(=O)CNC(=O)c2ccc3ccccc3c2)cc1OC	3%	-15%	i	1.0	-1.1%	8%	-3.6%	-8%	7%	-0.2%
COc1cc(C(CC(=O)O)n2cnnn2)ccc1OC(C)C (stereo unspecified)	12%	7%	i	0.2	-1.3%	-21%	-4.8%	13%	-8%	0.1%
CC1(c2cccc(Br)c2)NC(=O)NC1=O (stereo unspecified)	6%	4%	i	0.7	-0.1%	5%	1.6%	4%	10%	-0.1%
CCCCn1c(SCC(=O)NC(C)CC)nc2ccc(N3CCOCC3)cc2c1=O (stereo unspecified)	2%	-10%	i	0.2	-0.8%	1%	-0.1%	19%	1%	-0.2%
CCOC(=O)c1cc(C#N)c(Nc2ccccc2OC)nc1C(F)(F)F	3%	-36%	i	0.2	0.8%	-12%	11%	0%	3%	0.1%
O=C(CN1CCc2cc3c(cc2C1)OCCCO3)Nc1c(F)cccc1F	11%	-20%	i	2.7	0.5%	.	-0.7%	.	22%	0.3%
O=C(CCc1ccccc1)OCC(=O)c1cccc([N+](=O)[O-])c1	-1%	9%	i	0.8	-1.0%	-27%	-7.9%	11%	-12%	-0.1%
COc1ccc(NC(=O)CSc2nncs2)cc1OC	30%	21%	i	0.2	-0.1%	-15%	-3.0%	-1%	-2%	0.3%
Cc1cccc(NC(=O)C2CC2c2ccccc2)c1C (stereo unspecified)	-8%	-9%[20 µM]	i	0.5	0.1%	-29%	-0.3%	-5%	0%	-0.1%
CC(=O)c1cccc(NC(=O)COC(=O)c2ccccn2)c1	-3%	2%	i	0.5	-1.3%	-7%	-5.8%	21%	-7%	-0.2%
COCCNC(=O)C(=O)Nc1cc2c3c(c1)CC(=O)N3CCC2	16%	-1%	i	3.1	0.5%	-26%	0.2%	15%	8%	-0.2%
Nc1ccc(-c2nc3cc([N+](=O)[O-])ccc3o2)cc1	1%	42%	i	0.8	-1.9%	-15%	-1.1%	-190%	10%	0.7%
Cn1c(=O)n(CC(N)=O)c2ccccc21	-10%	.	i	1.9	2.4%	-18%	.	-1%	4%	-0.1%
Cc1ccc(-c2cc(C(=O)NCCN3CCOCC3)no2)cc1	-5%	27%	i	8.8	-2.8%	-24%	-1.3%	0%	8%	0.2%

# More results follow.
compound	GPR55 LPI antagonism	KOR beta-arrestin-1	Myeloid diff MLP	Myeloid diff MLP GFP+ MAC1+ %	HIV fusion peptide	NOD1 inhibition	KOR beta-arrestin-2	NOD2 inhibition	GPR35 arrestin U2OS	GPR55 activation
CCc1c(C)c(C#N)c2nc3ccccc3n2c1NCCN(C)C	4%	16%	i	0.6	-1.7%	4%	-4.5%	10%	-11%	0.9%
O=C(CCc1nc(-c2ccccc2Cl)no1)NC1CCCCC1	-3%	9%	i	0.6	-0.4%	-26%	0.7%	-7%	-15%	0.6%
O=C1CC(c2ccc(Cl)cc2)n2nc(NS(=O)(=O)c3ccc(F)cc3)nc2N1 (stereo unspecified)	9%	-23%	i	0.7	-1.6%	-3%	1.5%	6%	0%	-0.1%
CN(C)CCC(=O)N1c2ccccc2Sc2ccc(Cl)cc21	-1%	-78%[20 µM]	i	0.4	-0.2%	-36%	1.8%	19%	9%	0.0%
O=C(C1CCN(S(=O)(=O)N2CCOCC2)CC1)N1CCN(c2ccccc2)CC1	16%	-31%	i	1.3	-3.2%	-1%	0.8%	-4%	10%	0.0%
CC12CCC(C(N)=O)(C1Br)C2(C)C (stereo unspecified)	-4%	.	i	0.3	0.0%	-12%	1.1%	6%	1%	0.1%
COc1cc2ncnc(NCc3cccs3)c2cc1OC	1%	-25%[20 µM]	i	0.3	0.2%	-12%	-4.0%	-22%	1%	-0.1%
Nc1c(C(=O)Nc2ccc(S(=O)(=O)N3CCCC3)cc2)sc2nc3ccc(OC(F)(F)F)cc3cc12	-9%	9%	i	0.9	25%	-44%	-2.4%	13%	4%	3.8µM*
Cc1nc(C(=O)N2CCCC(Nc3ccc(C)c(C)c3)C2)cs1 (stereo unspecified)	2%	4%	i	2.9	-2.1%	-24%	1.8%	-4%	1%	0.3%
CC1C/C(=C\c2ccccc2[N+](=O)[O-])c2nc3ccccc3c(C(=O)O)c2C1 (stereo unspecified)	-11%	-55%	i	0.6	4.4%	-12%	5.0%	0%	-4%	-0.1%
CCc1ccc(N2CC(C(=O)Nc3cc(C)ccc3F)CC2=O)cc1 (stereo unspecified)	-17%	-45%	i	4.1	1.0%	-24%	-5.4%	8%	-5%	-0.2%

# Screening data (PubChem BioAssay)

# Only part of the results is shown, so the mix of outcomes need not match the whole.
